High-throughput results (PubChem)
PTPN22 inh 2: LYP (human) phosphatase inhibition; inhibition, % at 2 µM; actives 0.21% (n = 96,000); recombinant LYP catalytic domain, DiFMUP fluorescence; Q9Y2R2;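 active = inhibition at 2 µM at or above a set limit, the screen mean plus 3 SD, cut at about 24% in these data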;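 note: 0% = DMSO with enzyme and 100% = enzyme fully blocked by orthovanadate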
S1P2 agonist: activates the human S1P2 receptor. S1P2-expressing cell line, agonist reporter read-out. activation, % at 4.5 µM. actives 0.46% (n = 97,000); in the data active = activation above about 16%;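 note: 0% = vehicle low control and 100% = maximal reference agonist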
FAK inh: blocks human focal adhesion kinase activity; biochemical FAK kinase activity assay; inhibition, %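 (tested at 7 µM)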; actives 0.84% (n = 97,000); AID 727; in the data active = inhibition above about 19%;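 note: 0% = DMSO and 100% = reference compound high control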
PTPN22 act: activators of human LYP (PTPN22) phosphatase; Q9Y2R2; recombinant LYP, DiFMUP fluorescence; 0 = plate median, 100 = signal doubled; activation, % at 2 µM; actives 0.11% (n = 96,000); AID 697;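 active = activation at 2 µM above a set limit, the mean plus 5 SD, cut at about 37% in these data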
EphB4 antag: blocks human EphB4 binding to ephrin-B2; P54760; EphB4 LBD / TNYL-RAW-Alexa532 peptide, fluorescence polarization; inhibition, % at 7 µM; actives 0.15% (n = 97,000); AID 720;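 active = inhibition above the screen-wide mean inhibition plus 3 SD, cut at about 15% in these data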;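 note: 0% = DMSO wells and 100% = excess unlabeled TNYL-RAW peptide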
Target sequence (P54760 whole entry, looked up, the tested form may be a part): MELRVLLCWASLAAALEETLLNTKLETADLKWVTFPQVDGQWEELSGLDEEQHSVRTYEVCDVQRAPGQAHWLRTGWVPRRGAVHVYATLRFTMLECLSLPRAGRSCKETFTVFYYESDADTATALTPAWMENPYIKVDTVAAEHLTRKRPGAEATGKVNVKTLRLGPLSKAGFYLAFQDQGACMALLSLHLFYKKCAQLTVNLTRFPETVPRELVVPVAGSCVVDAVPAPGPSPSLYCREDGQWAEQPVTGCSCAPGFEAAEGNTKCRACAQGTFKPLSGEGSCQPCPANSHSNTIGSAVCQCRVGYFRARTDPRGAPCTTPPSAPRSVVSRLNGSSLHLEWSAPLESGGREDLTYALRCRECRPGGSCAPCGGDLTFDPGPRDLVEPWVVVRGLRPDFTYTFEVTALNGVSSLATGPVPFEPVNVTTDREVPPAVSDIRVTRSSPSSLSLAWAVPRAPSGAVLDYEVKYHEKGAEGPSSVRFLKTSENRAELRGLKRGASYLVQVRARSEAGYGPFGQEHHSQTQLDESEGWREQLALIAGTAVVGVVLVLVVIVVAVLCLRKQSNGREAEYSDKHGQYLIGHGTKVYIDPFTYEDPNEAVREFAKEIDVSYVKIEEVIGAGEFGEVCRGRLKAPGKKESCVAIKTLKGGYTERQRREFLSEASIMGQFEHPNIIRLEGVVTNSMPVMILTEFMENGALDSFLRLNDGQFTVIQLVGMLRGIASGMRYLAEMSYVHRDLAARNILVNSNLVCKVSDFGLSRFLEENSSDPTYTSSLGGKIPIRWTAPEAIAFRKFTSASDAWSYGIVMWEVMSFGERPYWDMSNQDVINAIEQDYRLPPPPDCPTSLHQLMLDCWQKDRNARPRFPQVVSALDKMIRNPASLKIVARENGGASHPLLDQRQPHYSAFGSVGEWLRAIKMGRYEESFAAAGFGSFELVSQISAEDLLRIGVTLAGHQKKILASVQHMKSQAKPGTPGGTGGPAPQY
PostGolgi ctrl: inhibits growth of the yeast control strain; actives 5% (n = 98,000); efflux-deficient yeast background strain, growth absorbance A615, 16 h; inhibition, % at 10 µM; AID 738
S1P2 antag: antagonists of human S1P2 receptor; O95136; cell-based S1P2 antagonist assay, inhibition at 5 uM; inhibition, % at 5 µM; actives 0.21% (n = 97,000); AID 736; in the data active = inhibition above about 45%;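 note: CRE beta-lactamase reporter cells expressing human S1P2 stimulated with S1P; 0% = agonist at EC80 alone and 100% = agonist plus reference antagonist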
Rev-RRE block: inhibitors of HIV-1 Rev-RRE RNA interaction; P05866; Rev peptide-RRE RNA binding, FRET; inhibition, % at 8 µM; actives 0.79% (n = 97,000); AID 704;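 active = inhibition above the screen-wide mean plus 3 SD, cut at about 35% in these data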;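 note: 0% = median DMSO wells and 100% = median Neomycin B control wells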
Target sequence (P05866 whole entry, looked up): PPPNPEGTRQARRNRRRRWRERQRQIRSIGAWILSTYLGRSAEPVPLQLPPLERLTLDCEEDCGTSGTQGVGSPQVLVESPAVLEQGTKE
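Assay system: Rev peptide and RRE RNA, both fluorescently labelled; times: 5 min preincubation and 15 min binding, 25 °C; detection: FRET, ex 480 nm, em 540 and 671 nm; read-out basis: % inhibition from 671/540 nm acceptor-to-donor ratio, scaled between controls; benchmarks: DMSO low control, neomycin B high control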
PostGolgi yeast: growth inhibition of a yeast mutant, post-Golgi transport screen; post-Golgi transport phenotypic cell assay; inhibition, % at 10 µM; actives 0.9% (n = 98,000); AID 739;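 note: yeast cells grown in 1536-well plates; yeast grown about 18 h at 30C before absorbance read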
* marks the source's active call; other numbers are inactive results; . = not tested or not shown. Cut-off read from the data, not from the text of the source, unless noted: active = inhibition above about 30%; inactive = the rest. No enrichment for hits; any-hit rate near 7%.

SMILES	PTPN22 inh 2	S1P2 agonist	FAK inh	PTPN22 act	EphB4 antag	PostGolgi ctrl	S1P2 antag	Rev-RRE block	PostGolgi yeast
Cc1cccn2c(=O)c(/C=N/O)c(N3CCCC3)nc12	3	-7	-8	0	3	5	-7	2	-1
CCCN1C2=NCCN2c2ccccc21	-6	-4	-1	6	-9	-7	12	-6	-5
Cn1ccs/c1=N\S(=O)(=O)c1ccc(Br)cc1	-4	-8	-3	9	10	3	3	1	-7
COc1ccc(S(=O)(=O)N(CCc2ccccc2)CC(=O)O)cc1OC	-4	-7	-11	5	-2	7	-9	5	2
Cc1cc(Cl)c(S(=O)(=O)N2CCCC2)cc1OCC(=O)NC1CCCCC1	-5	-6	1	8	-6	12	39	13	6
O=c1oc2ccccc2c(Nc2ccc(O)cc2)c1[N+](=O)[O-]	20	-7	6	-17	1	-1	-3	5	2
O=C(Cc1c(F)cccc1Cl)N1CCCC1	6	-3	0	-5	-2	-1	-1	6	-36
CCc1nnc(NC(=O)CSc2nnc(Cc3ccc(OC)cc3)o2)s1	4	0	7	-6	5	-5	7	3	-4
CCOC(=O)c1ccc(N2C(=O)c3n[nH]c(C)c3C2c2ccccc2)cc1 (stereo not drawn)	-9	-7	-10	8	-7	12	2	9	-2
CCCCc1cc(=O)oc2c(CN(CC)CC)c(O)c(Cl)cc12	-1	8	-2	2	-1	1	-17	9	22
CCCC(=O)Nc1ccc2c(c1)nc1n2CCSC1	0	-5	8	0	-4	5	9	7	11
Cc1ccc(-c2cc(C(=O)Nc3nn[nH]n3)c3ccccc3n2)cc1	9	-13	3	-4	2	3	0	7	0
CCOC(=O)C1CN(S(=O)(=O)c2ccccc2)C1	9	-3	-1	-6	0	1	15	11	-3
Cc1ccc2cccc(Oc3nnnn3-c3ccccc3)c2n1	-4	-3	6	4	1	30*	3	0	18
CC(C)c1ccc(-c2c(C#N)c(N)nc3c2CCCCC3)cc1	-4	-4	-1	5	1	12	-20	16	2
Cc1csc(NC(=O)CSc2nnnn2C)n1	-6	-4	1	6	-9	.	-8	2	.
CCOC(=O)N1CCN(C(=O)CSc2nnc(CNC(=O)c3c(F)cccc3Cl)o2)CC1	-4	-4	0	7	2	0	6	9	2
OC(COc1c(Cl)cc(Cl)cc1Cl)CN1CCCCC1 (stereo not drawn)	-11	-6	-2	8	4	0	3	0	0
CN(c1ccccc1C(=O)Nc1cccc(C(F)(F)F)c1)S(C)(=O)=O	3	-1	-2	-4	3	7	-4	3	-5
CS(=O)(=O)N(Cc1ccccc1)c1ccc(C(=O)NCCSCc2ccco2)cc1	-3	-6	0	4	-4	.	-6	7	.
CC(C(=O)NCc1ccccc1)N1C(=O)CN(C)C(=O)c2ccccc21 (stereo not drawn)	3	0	0	-4	2	3	6	7	-8
Cc1cccc[n+]1C1C(c2ccccc2)C(C#N)=C(C(=C=[N-])C#N)NC1(O)C1CC1 (stereo not drawn)	4	-5	-5	0	-9	15	-6	19	-16
O=C(NCC1CCCO1)c1onc(CSc2ccc(Cl)cc2)c1C(=O)O (stereo not drawn)	-4	-4	1	7	-6	5	-7	-2	-5
COc1ccc(C(=O)NNC(=S)NC2CCCCC2)cc1OC	11	-10	-4	-10	3	-5	6	3	2
O=C(COC(=O)c1cc(-c2ccc(Cl)s2)nc2ccccc12)NCc1ccco1	-10	2	-2	11	-3	33*	-19	12	-9
COC(=O)Nc1c(-c2ccccc2)nc2ccccn12	3	-7	12	-4	5	-3	6	3	-9
CCN(CC)S(=O)(=O)c1ccc(Oc2cccc(C(C)=O)c2)nc1	-3	-3	1	1	2	1	6	2	-8
O=C(COC(=O)c1cccc(C(=O)OCC(=O)NC2CCCCC2)n1)NC1CCCCC1	-7	-2	-3	4	-5	15	-15	8	1
Cc1cc(=O)oc(C)c1C(=O)NCCCN1C(C)CCCC1C (stereo not drawn)	2	-5	-1	-4	0	6	-5	14	10
COc1ccc(NC(=O)CSc2nc(C)c3c(c2C#N)CCCC3)cc1	-44	-8	-3	47*	-2	6	-13	1	2
Cn1c(C(=O)OC(C(=O)NC2CCCCC2)c2cccnc2)cc2sccc21 (stereo not drawn)	0	-3	2	2	3	12	1	1	4
Cc1cc(C(=O)OCC(=O)Nc2cc(C)on2)c2ccccc2n1	12	0	-8	-14	-2	-4	-3	1	-3
CC(C)N1C(=O)c2ccccc2C1C(=O)NC1CCCCCC1 (stereo not drawn)	4	-5	0	-6	1	-12	17	3	1
CCOCCCNC(=O)C(NC(=O)c1ccc2c(c1)OCO2)c1ccc(OC)cc1 (stereo not drawn)	6	-3	2	-6	-4	-11	17	2	-5
COc1ccccc1OC(=O)C1CC(=O)N(c2ccc(Cl)cc2)C1 (stereo not drawn)	7	0	-3	-8	-3	8	5	3	-11
COc1ccc(OC)c2[nH]c(C(=O)O)cc12	7	-3	0	-8	6	.	-9	3	.
Oc1ccc2ccccc2c1C=NC12CN3CCN(CN(C3)C1)C2	8	-3	17	-10	-1	13	16	7	-1
CNC(=O)NC(=O)CSc1nnc(C(F)(F)F)n1C	2	0	0	-2	-1	7	-33	7	-5
NC(Cc1ccc2nonc2c1)C(=O)O (stereo not drawn)	-5	-8	-1	1	-1	10	-1	7	-2
Cc1nn(Cc2c(Cl)cccc2Cl)c(C)c1NC(=O)c1cnn2c(C(F)F)cc(-c3ccccc3)nc12	5	-7	0	-1	-3	4	-12	-1	-1
Cc1ccc(N(C(=O)C2CCCC2)C2C=CS(=O)(=O)C2)cc1C (stereo not drawn)	4	-6	-2	-1	1	-1	3	2	-4
O=C(COC(=O)c1ccc(S(=O)(=O)N2CCCC2)cc1)NCc1ccc(F)cc1	-14	-7	-5	17	-4	6	-13	0	-5
CCOC(=O)Cc1csc(NC(=O)CSc2ncnc3c2cnn3-c2ccc(OC)cc2)n1	6	-5	-2	-6	-10	1	-1	5	8
CCn1c(O)c(C=NCc2cccs2)c(=O)n(CC)c1=S	-4	-2	6	2	7	57*	-17	11	18
O=c1c2c3c(sc2n(CCN2CCCCC2)c(=O)n1Cc1ccco1)CCCCC3	1	-2	1	1	2	2	-8	12	6
O=C(CSc1nc2ccccc2o1)NC(=O)NCc1ccccc1	1	-3	1	0	-5	11	8	5	5
O=C(CCCN1C(=O)c2ccccc2C1=O)Oc1ccc(F)cc1	-11	-5	2	9	-4	38*	14	-1	-6
COc1cc(NC(=O)C23CC4CC(C2)CC(n2nnc(C)n2)(C4)C3)c(OC)cc1Cl	4	-5	0	-6	3	14	-2	0	-6
COC(=O)CNC(=O)C(Cc1c[nH]c2ccccc12)NC(=O)OC(C)(C)C (stereo not drawn)	-2	0	-4	0	-9	-1	-17	-1	13
CC(=O)Nc1ccc(-c2nnc(SCc3ccccc3C#N)n2C)cc1	6	-2	-2	-8	0	2	-15	4	3
Next results.
SMILES	PTPN22 inh 2	S1P2 agonist	FAK inh	PTPN22 act	EphB4 antag	PostGolgi ctrl	S1P2 antag	Rev-RRE block	PostGolgi yeast
CCNc1nc2ccccc2[nH]1	0	-6	0	-1	-1	-8	-1	10	-4
CCOC(=O)c1c2ccc(OCC(=O)N/N=C/c3ccc(C)cc3)cc2n2ccccc12	24*	-6	10	-22	-1	3	-4	11	-18
CN1C(=O)NC(NC(=O)C2CCCCC2)(C(F)(F)F)C1=O (stereo not drawn)	0	-5	-2	-6	-3	15	2	3	-1
O=c1oc2cc(Oc3ccc(C(F)(F)F)cc3[N+](=O)[O-])ccc2c2c1CCCC2	2	-3	8	0	11	10	0	10	0
Clc1ccc(Cn2nnc(-c3ccccc3)n2)cc1	-2	-1	3	0	-1	.	-14	11	.
COc1cccc(NC(=O)c2oc3ccccc3c2NC(=O)c2ccc3c(c2)OCO3)c1	-2	-7	-7	-1	5	11	3	7	0
Cc1cc(NC(=O)CSc2n[nH]c(-c3cccs3)n2)no1	1	-7	7	-4	-2	-1	18	6	1
COc1ccc(S(=O)(=O)N2Cc3ccccc3CC2C(=O)Nc2ccc(O)cc2)cc1OC (stereo not drawn)	-12	-5	2	10	1	-1	17	7	1
O=C(CCN1C(=O)COc2ccccc21)NCCN1CCc2ccccc2C1	6	-3	4	-6	9	17	15	7	-11
COc1ccc(NC(=O)c2cnn3c(C(F)(F)F)cc(-c4ccco4)nc23)cc1OC	8	-2	0	-9	3	2	-11	-3	3

Reformatted: results already given
| Compound | PTPN22 inh 2 | S1P2 agonist | FAK inh | PTPN22 act | EphB4 antag | PostGolgi ctrl | S1P2 antag | Rev-RRE block | PostGolgi yeast |
| --- | --- | --- | --- | --- | --- | --- | --- | --- | --- |
| CCOCCCNC(=O)C(NC(=O)c1ccc2c(c1)OCO2)c1ccc(OC)cc1 (stereo not drawn) | 6 | -3 | 2 | -6 | -4 | -11 | 17 | 2 | -5 |
| COc1ccccc1OC(=O)C1CC(=O)N(c2ccc(Cl)cc2)C1 (stereo not drawn) | 7 | 0 | -3 | -8 | -3 | 8 | 5 | 3 | -11 |
| COc1ccc(OC)c2[nH]c(C(=O)O)cc12 | 7 | -3 | 0 | -8 | 6 | . | -9 | 3 | . |
| Oc1ccc2ccccc2c1C=NC12CN3CCN(CN(C3)C1)C2 | 8 | -3 | 17 | -10 | -1 | 13 | 16 | 7 | -1 |
| CNC(=O)NC(=O)CSc1nnc(C(F)(F)F)n1C | 2 | 0 | 0 | -2 | -1 | 7 | -33 | 7 | -5 |

(next part)
SMILES	PTPN22 inh 2	S1P2 agonist	FAK inh	PTPN22 act	EphB4 antag	PostGolgi ctrl	S1P2 antag	Rev-RRE block	PostGolgi yeast
Cc1nonc1OCCn1nnnc1N	0	-3	-2	0	8	2	5	7	-3
Cn1c(N)c(C(=O)COC(=O)CCC(=O)c2cccs2)c(=O)n(C)c1=O	0	2	-1	-1	1	1	4	2	5
CCCCCCc1ccc(OCC(=O)O)cc1OCC(=O)O	0	-4	-5	-2	0	-2	4	1	0
Cc1ccc(NS(=O)(=O)c2ccc(CCC(=O)NCCO)cc2)cc1	0	-4	0	-1	-1	9	-10	11	1
Cn1c(-c2ccc3c(c2)OCO3)cnc1NCc1ccc(Cl)cc1	6	-5	0	-4	-7	2	13	-9	16
COCCN(C(=O)Nc1ccccc1)c1ccccc1	7	-3	-2	-8	-2	-11	-26	2	4
CN1C[N+]([O-])=C(c2ccccc2)C1(C)C	0	-10	-5	-2	6	0	18	7	2
O=[N+]([O-])c1cc(S(=O)(=O)N2CCCC2)ccc1N/N=C/c1cccs1	3	-1	0	-3	8	3	2	2	1
Cc1oc(C(=O)O)cc1CSCc1cc(C(=O)O)c(C)o1	-1	-4	-3	-1	2	-4	12	7	6
COc1ccccc1C(=O)Nc1ccc2c(c1)nc1n2CCSC1	4	-4	2	-6	1	9	14	7	-4
Cc1c(C(=O)N2CCN(c3ccccc3F)CC2)sc2nc(-c3ccccc3)cn12	5	-4	-1	-8	4	35*	16	4	-3
Cc1csc(-c2cnn(-c3ccccc3)c2NC(=O)c2cccc(F)c2)n1	6	-2	0	-4	0	5	-8	6	-2
CCCCN(CCCC)CCn1cnc2c([nH]c3ccc(OC)cc32)c1=O	-7	-7	0	6	1	5	11	16	1
Cc1csc(NC(=O)CSc2nnc(-c3ccoc3C)o2)n1	-9	-9	11	7	12	-11	17	10	-8
CCOc1cc2c3c(c1)C(C)CC(C)(C)N3C(=O)C2=O (stereo not drawn)	7	-5	2	-4	-1	2	9	6	-2
Cc1n[nH]c(C)c1N1C(=O)c2cccc3c(Br)ccc(c23)C1=O	3	-10	1	-4	5	.	74*	3	.
Cc1ccc(NC(=O)NC(=O)CN2C(=O)NC3(CCc4ccccc43)C2=O)c(C)c1 (stereo not drawn)	1	-6	-5	0	-2	3	-5	8	-3
OC(CN1CCN(c2ccccc2)CC1)c1ccc2c(c1)CCN2 (stereo not drawn)	-1	-5	6	0	-5	-7	18	2	5
CCOC(=O)C1CCCc2c1[nH]c1c(C(N)=O)cccc21 (stereo not drawn)	-12	-3	-2	9	2	34*	14	8	7
CCN(CC)S(=O)(=O)c1cccc(C(=O)NC(C(=O)NC2=NCCS2)C(C)C)c1 (stereo not drawn)	-1	-4	0	2	-2	16	14	5	15
